Bioassay records (PubChem)
NCOA1 inh: SRC1 coactivator transcriptional activity inhibitors, primary screen, cell-based, luminescence | Nuclear receptor coactivator 1 (Homo sapiens), Q15788 | HEK293 GAL4-SRC1 luciferase reporter | inhibition, % at 3.6 µM | 360,000 tested, 0.12% active;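 active = inhibition above the campaign mean plus 3 SD, with each screening campaign given its own cutoff, cut at about 60% in these data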;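 also: 0% = DMSO treated cells and 100% = gossypol at 36 µM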
COUP-TFII inh: NR2F2 transcriptional activity inhibitors, primary screen, cell-based, luciferase reporter, HEK293T, luminescence | inhibition, % at 8.6 µM | 370,000 tested, 0.7% active | HEK293T NGFI-A luciferase reporter | COUP transcription factor 2 (Homo sapiens), P24468 | AID 686940, 2013;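 active = inhibition above a per-plate cutoff, mean inhibition of test wells between control levels plus 3 SD, cut at about 38% in these data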;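 also: cells cotransfected with COUP-TFII expression vector driving the NGFI-A reporter; 0% = median of COUP-TF2 test wells and 100% = reporter-only cells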
KKLEB cytotox: cytotoxicity in KKLEB CF airway cells, primary screen, cytotoxicity control for CF NF-kB inhibitor project, cell-based, uHTS, fluorescence assay plates | 360,000 tested, 0.36% active | KKLEB CF airway cells viability, ATPlite luminescence, overnight; active compounds read low; cells stimulated with P. aeruginosa culture filtrate | activity change (cytotoxicity), % at 5 µM | AID 602141, 2011;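 active = corrected activity change at or below -50% at 5 µM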
NR5A2 inv ag: LRH-1 (NR5A2) inverse agonists, primary screen, cell-based, luminescence, HEK293T, StAR-luciferase reporter; Nuclear receptor subfamily 5 group A member 2 (Homo sapiens), O00482; LRH-1 transfected, 24 h; inhibition, % at 3.6 µM; 360,000 tested, 0.13% active;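 active = inhibition above the mean inhibition of all tested compounds plus 3 SD, cut at about 73% in these data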;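 also: 0% = DMSO wells and 100% = reporter-only cells lacking LRH-1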
CF NFkB inh: inhibitors of PAF-induced NF-kB signaling, primary screen, cell-based, GFP fluorescence, uHTS; inhibition, % at 5 µM; AID 588850, 2011; 360,000 tested, 0.86% active; KKLEB NF-kB-GFP reporter, GFP fluorescence overnight;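 active = at least 50% inhibition at 5 µM, scaled per plate between neutral and stimulator controls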;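 also: PAF is a Pseudomonas aeruginosa culture filtrate used as stimulus; plate controls were PAF-stimulated DMSO wells for no effect and unstimulated DMSO wells for full effect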
TWEAK Fn14 block: inhibitors of TWEAK-Fn14 signaling, primary screen, luciferase reporter cells, uHTS. 360,000 tested, 2% active. AID 1159606, 2016. inhibition, % at 10 µM. TWEAK-stimulated Fn14 reporter cells, luciferase luminescence, 8 h; in the data active = inhibition above about 50%
C8 TRAIL sens: viability loss with TRAIL in NB7+C8 cells, primary screen, TRAIL sensitizer project, cell-based, ATPlite luminescence; 360,000 tested, 1% active; inhibition (viability loss, TRAIL sensitization), % at 10 µM;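 active = compounds causing at least 50% loss of cell viability in the single-dose screen, relative to plate controls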
LMP1 NFkB inh: EBV LMP1-driven NF-kappaB luciferase reporter inhibitors, primary screen, cell-based, luminescence, single point; LMP1-induced NF-kappaB luciferase reporter cells; inhibition, % at 12.5 µM; 350,000 tested, 0.69% active; in the data active = inhibition above about 41%;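 also: 0% = neutral control wells and 100% = reference inhibitor control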
NCOA3 inh: SRC3 coactivator transcriptional activity inhibitors, primary screen, cell-based, luminescence; Nuclear receptor coactivator 3 (Homo sapiens), Q9Y6Q9; HEK293 GAL4-SRC3 luciferase reporter; inhibition, % at 3.6 µM; 360,000 tested, 0.17% active;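 active = inhibition above a per-campaign cutoff, the mean of all compounds plus 3 SD, cut at about 60% in these data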;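 also: 0% = DMSO-treated cells and 100% = gossypol-treated cells at 36 µM; higher means less SRC3-driven luciferase light from the GAL4 reporter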
TROY signal inh: inhibitors of TROY-driven NF-kB signaling, primary screen, Q293 LMP1-TROYcd cells, NF-kB luciferase, uHTS. Q293 LMP1-TROYcd NF-kB luciferase reporter, 4 h. inhibition, % at 10 µM. 360,000 tested, 0.98% active. AID 1347056, 2019;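 active = compounds whose plate-normalised and pattern-corrected inhibition of the luciferase reporter signal at the single screening dose is 50% or more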
SRC2 inh: inhibition of GAL4-SRC2 driven luciferase reporter, primary screen, SRC2 inhibitor project, cell-based, luminescence; Nuclear receptor coactivator 2 (Homo sapiens), Q15596; HEK293 GAL4-SRC2 luciferase reporter; inhibition, % at 9 µM; 370,000 tested, 0.17% active; AID 651957, 2012;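 active = inhibition above the mean inhibition of all tested compounds plus 3 SD, set per campaign, cut at about 52% in these data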;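 also: 0% = DMSO treated cells and 100% = cells given Gossypol at 36 µM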
Target sequence (Q15596 whole entry, looked up, the tested form may be a part): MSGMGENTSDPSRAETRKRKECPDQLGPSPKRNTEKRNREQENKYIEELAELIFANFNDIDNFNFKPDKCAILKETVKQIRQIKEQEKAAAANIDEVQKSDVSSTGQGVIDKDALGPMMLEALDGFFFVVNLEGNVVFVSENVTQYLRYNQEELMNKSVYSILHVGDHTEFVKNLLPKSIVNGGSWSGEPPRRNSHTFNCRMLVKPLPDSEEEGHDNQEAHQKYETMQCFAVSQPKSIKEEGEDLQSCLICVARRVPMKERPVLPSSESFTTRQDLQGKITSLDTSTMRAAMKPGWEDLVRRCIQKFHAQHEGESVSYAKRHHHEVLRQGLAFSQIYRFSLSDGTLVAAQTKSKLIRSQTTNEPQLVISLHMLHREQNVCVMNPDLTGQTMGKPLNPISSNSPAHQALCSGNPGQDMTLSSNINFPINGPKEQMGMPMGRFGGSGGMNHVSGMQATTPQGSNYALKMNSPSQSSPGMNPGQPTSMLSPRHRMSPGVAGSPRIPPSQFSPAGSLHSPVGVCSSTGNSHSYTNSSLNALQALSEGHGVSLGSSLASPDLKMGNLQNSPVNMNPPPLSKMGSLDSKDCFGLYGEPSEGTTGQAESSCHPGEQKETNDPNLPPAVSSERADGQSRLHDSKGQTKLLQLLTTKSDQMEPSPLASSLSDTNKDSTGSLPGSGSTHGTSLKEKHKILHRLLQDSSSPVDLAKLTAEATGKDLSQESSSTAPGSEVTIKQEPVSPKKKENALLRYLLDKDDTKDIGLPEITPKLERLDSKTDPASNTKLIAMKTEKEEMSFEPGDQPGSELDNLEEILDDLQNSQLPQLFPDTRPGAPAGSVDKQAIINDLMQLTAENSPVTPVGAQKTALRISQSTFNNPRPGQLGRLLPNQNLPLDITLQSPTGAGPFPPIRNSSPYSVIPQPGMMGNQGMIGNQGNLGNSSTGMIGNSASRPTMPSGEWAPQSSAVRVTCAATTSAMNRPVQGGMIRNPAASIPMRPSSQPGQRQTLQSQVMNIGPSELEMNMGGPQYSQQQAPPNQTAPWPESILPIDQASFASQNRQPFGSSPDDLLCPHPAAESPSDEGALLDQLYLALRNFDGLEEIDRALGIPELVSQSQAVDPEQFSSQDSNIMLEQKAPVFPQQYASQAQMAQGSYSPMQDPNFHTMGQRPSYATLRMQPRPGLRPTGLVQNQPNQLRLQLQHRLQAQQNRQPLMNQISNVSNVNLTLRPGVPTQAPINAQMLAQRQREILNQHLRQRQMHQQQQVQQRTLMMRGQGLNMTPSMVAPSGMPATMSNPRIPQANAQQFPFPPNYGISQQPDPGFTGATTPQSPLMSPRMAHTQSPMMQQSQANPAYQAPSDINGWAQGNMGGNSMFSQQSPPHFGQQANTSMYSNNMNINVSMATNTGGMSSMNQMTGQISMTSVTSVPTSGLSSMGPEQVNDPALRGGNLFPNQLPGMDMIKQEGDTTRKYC
An asterisk follows results filed as active; . = not tested or not shown. The list is partial, so the mix of outcomes need not match the whole.

SMILES | NCOA1 inh | COUP-TFII inh | KKLEB cytotox | NR5A2 inv ag | CF NFkB inh | TWEAK Fn14 block | C8 TRAIL sens | LMP1 NFkB inh | NCOA3 inh | TROY signal inh | SRC2 inh
CC(C)NS(=O)(=O)c1ccc(OCC(=O)N2CCN(Cc3ccccc3)CC2)c(Cl)c1 | 3 | 11 | -18 | -1 | -1 | 4 | 1 | -5 | 4 | 6 | 17
COc1ccc2[nH]cc(CCN=C(N)N)c2c1 | 15 | 8 | -2 | 0 | 0 | -26 | -1 | -5 | -4 | 10 | 13
CC(C)OCCCNC(=O)c1c(N)n(CC2CCCO2)c2nc3ccccc3nc12 (stereo unspecified) | 3 | 9 | -6 | 5 | -29 | -6 | 6 | 6 | 1 | 18 | 27
CCOc1ccccc1C1SCC(=O)Nc2c1c(=O)[nH]n2C(CC)CC (stereo unspecified) | 13 | 15 | 8 | 0 | -23 | 11 | 2 | -6 | 17 | -6 | -8
N[C@@]1(C(=O)O)CC[C@@H](C(=O)O)C1 | 4 | -5 | 15 | -13 | 6 | 7 | -1 | -3 | -6 | -7 | 12
CCCCOC1OCN(C2CCCCC2)CC1(C)C (stereo unspecified) | -12 | 1 | 5 | -13 | -23 | -16 | -15 | -4 | -2 | -8 | 3
Cc1ccc(NC2=NCCCS2)c(C)c1C | -7 | 0 | 0 | 5 | 4 | -4 | -2 | 4 | 10 | 0 | 4
COc1ccc(NC(=O)N2CCC3(CC2)OCCO3)c(OC)c1 | -34 | 15 | 2 | 0 | 6 | -10 | -4 | -9 | 6 | -10 | -2
CC1CN=C(Nc2ccc(F)c(Cl)c2)S1 (stereo unspecified) | -7 | 17 | -12 | -7 | 14 | -4 | 3 | -2 | 3 | -11 | -37
CC(=O)C1C(N2CC2)CC2C3CCC4=CC(=O)CCC4(C)C3CCC21C (stereo unspecified) | -25 | 3 | -25 | -27 | 12 | 5 | 6 | 7 | -18 | -2 | -19
Cc1cc(C)c2c(ccc3cccc[n+]32)c1 | 4 | 16 | 3 | -14 | -56 | -1 | -1 | . | -2 | -16 | 6
COC(=O)C1=C(c2ccc(OCc3ccccc3)cc2)C[C@@H]2CC[C@H]1N2C(=O)NCCc1ccc(F)cc1 | -15 | 8 | -8 | 21 | -6 | 27 | -12 | 6 | 20 | 16 | -14
CC(=O)NNC(=O)CN1C(=O)CN=C(c2ccccc2)c2cc(Br)ccc21 | 0 | 6 | -8 | -17 | -9 | 6 | -2 | 2 | 5 | -9 | 6
CC(C)NC(C)C(=O)C12CC3CC(CC(C3)C1)C2 (stereo unspecified) | -1 | -1 | -1 | 3 | -4 | -4 | -16 | 2 | 12 | 5 | -19
COc1cccc(CNCCc2c[nH]c3ccccc23)c1 | 7 | 4 | -4 | -5 | 0 | -4 | 2 | . | 1 | 12 | 6
CCn1nc(-c2cccs2)nc2c(=O)n(C)c(=O)nc1-2 | 53 | . | -89* | 6 | 98* | 73* | 95* | 33 | 59 | 66* | .
ClCCOCOCCCl | -25 | -14 | -15 | -24 | -2 | -9 | -12 | -3 | -17 | 15 | -2
COc1ccc2c(c1)c(C(=O)C(C)N1CCCCC1)c(C)n2C (stereo unspecified) | -3 | 8 | -1 | -11 | 6 | 6 | 8 | 0 | 1 | 15 | -7
COC(=O)C1=C(c2ccc(-c3ccccc3)c(F)c2)C[C@@H]2CC[C@H]1N2C(=O)NCCOc1ccc(OC)cc1 | 12 | 40* | -9 | -1 | 16 | 31 | 10 | 5 | 9 | 9 | 26
CC(=NCc1ccc2c(c1)OCO2)c1c(O)n(Cc2ccccc2)c(=O)[nH]c1=O | 4 | -17 | 2 | 10 | -1 | 1 | -10 | -4 | 15 | 10 | -3
CCC(=O)N1N=C2C3CCN(CC3)C2C1c1ccccc1 (stereo unspecified) | 1 | 2 | -1 | -22 | -6 | -2 | 7 | -19 | 15 | 13 | 17
CCN1C(=O)C(=C2C=C(C)OC(C)=C2)C(=O)N(CC)C1=S | 0 | 3 | 8 | -17 | -13 | 15 | -5 | -8 | 15 | 0 | -5
CC1CN(c2ccc([N+](=O)[O-])c(N3CCCCC3)c2)CCN1 (stereo unspecified) | -4 | -16 | 11 | 19 | 1 | 1 | 12 | 0 | -3 | 10 | -8
O=C1CC=C2C3CC4N(CCC45c4ccccc4N1C25)CC3=CCO (stereo unspecified) | 4 | 8 | 14 | -18 | -18 | 10 | 6 | 1 | -27 | -6 | 23
CN1CCN(/N=C/c2c(O)n(C)c(=O)n(C)c2=O)CC1 | 8 | -4 | -2 | 0 | 7 | 7 | 3 | -1 | 11 | -13 | -6
(further entries)
SMILES | NCOA1 inh | COUP-TFII inh | KKLEB cytotox | NR5A2 inv ag | CF NFkB inh | TWEAK Fn14 block | C8 TRAIL sens | LMP1 NFkB inh | NCOA3 inh | TROY signal inh | SRC2 inh
COC(=O)C1=C(c2cccc3c2S(=O)(=O)c2ccccc2-3)C[C@@H]2CC[C@H]1N2C(=O)N1CCOCC1 | -7 | -7 | -19 | -3 | 0 | 23 | -13 | 3 | 4 | 1 | -18
CCN(CC)CCN=Cc1c(O)n(CCC2=CCCCC2)c(=O)[nH]c1=O | 1 | -10 | -5 | 14 | 13 | 23 | -13 | 7 | 8 | -1 | 1
Cc1cccc(NC(=O)OC2CN3CCC2CC3)c1 (stereo unspecified) | 2 | -4 | -4 | -10 | 9 | -26 | -7 | -4 | 5 | 10 | -40
CCn1c(O)c(C(c2ccccn2)c2c(O)n(CC)c(=S)[nH]c2=O)c(=O)[nH]c1=S | 9 | -17 | 10 | -12 | -14 | 2 | -9 | 1 | -1 | -19 | -44
Cc1ccccc1NC(=O)Cc1nc(COC(=O)Cc2ccccc2)cs1 | -3 | -10 | -8 | 13 | -2 | -31 | 4 | -3 | 5 | -12 | -9
CCN1CC2([N+](=O)[O-])CC=C(Cl)C([N+](=O)[O-])(C1)C2 (stereo unspecified) | -17 | -2 | 4 | -2 | -30 | -9 | -11 | -5 | 11 | -5 | -7
O=C(NC1CCCCC1)[C@@H]1CC=C[C@@H]2CCN(Cc3ccccc3)C(=O)[C@@H]21 | -16 | 11 | -17 | -2 | 11 | 9 | 3 | 5 | -3 | 3 | 10
O=P(O)(Oc1ccccc1)OC(c1ccccc1)C(F)(F)C(F)(F)F (stereo unspecified) | -19 | 2 | 4 | 9 | -11 | 8 | -1 | 4 | 12 | -1 | 4
Cn1cc(C(=O)N2CCOCC2)c2ccccc21 | 1 | -5 | -11 | 7 | 6 | 15 | -17 | -5 | 28 | -6 | -9
COC(=O)Cn1cc(/C=C2\C(=O)NC(=O)N(c3ccc(OC)cc3)C2=O)c2ccccc21 | 12 | 3 | -7 | 5 | -12 | 4 | -15 | 2 | -3 | 3 | -3
CC(=O)OC1(c2ccccc2)CCN(C)CC1(C)C (stereo unspecified) | 14 | 15 | -22 | 3 | -14 | 14 | 23 | -2 | 4 | -6 | -21
CCOC(=O)C1CCN(C(C)C(=O)c2c(C)[nH]c3cc(C)ccc23)CC1 (stereo unspecified) | 7 | 0 | -7 | 9 | -1 | 0 | -15 | 5 | 4 | 2 | -11
COc1cc2c(cc1OC)C1[C@H]3C(=CC[C@H]1OC2O)CCN3C (stereo partly specified) | 8 | 2 | 10 | -11 | -27 | 7 | -21 | 0 | 3 | 5 | -9
Nc1c(C(=O)NCCc2ccccc2)c2nc3ccccc3nc2n1CCN1CCOCC1 | 9 | -1 | -10 | -16 | -10 | 18 | 3 | -7 | 3 | -12 | -36
O=C(c1cc2c(s1)CCCCCC2)N1CCC2(CC1)OCCO2 | -24 | -15 | -1 | 0 | -7 | 8 | -16 | -11 | 9 | -16 | -13
Cc1nn(-c2ccccc2)c(C)c1NC(=O)COC(=O)Cc1ccccc1 | 10 | 12 | -13 | 7 | 5 | 7 | -22 | -6 | 9 | -29 | 16
CN1C(=O)C(=Cc2ccccc2OS(=O)(=O)c2ccccc2)C(=O)N(C)C1=O | -25 | -3 | -12 | -24 | 22 | 9 | 1 | -5 | -6 | -4 | 7
O=[N+]([O-])c1ccc(Cl)c([N+](=O)[O-])c1 | 5 | 2 | -17 | 5 | 58* | 23 | 81* | 5 | -1 | 5 | 3
Cc1ccc2nc(C)n(-c3ccc(F)cc3)c(=O)c2c1 | -7 | 2 | 5 | 6 | 2 | -1 | -9 | -5 | 7 | 3 | 14
Cc1nn(Cc2ccccc2)c(C)c1C(=O)NCc1ccccc1F | -5 | 0 | 0 | -15 | 3 | -9 | 1 | -5 | 6 | 14 | -2
COc1ccc(-c2ccc3c(c2)CNCc2cnnn2-3)cc1 | -72 | -29 | 16 | -124 | -39 | -14 | 3 | . | -46 | -30 | -26
CCCC(=O)Nc1cc(C(=O)N2CCC3(CC2)OCCO3)ccc1S(=O)(=O)c1ccc(C)cc1 | 0 | 1 | 10 | 12 | 2 | -19 | 15 | -6 | 10 | 8 | -3
O=C(Cc1ccccc1)OCCN1CCCCC1 | -14 | -24 | 3 | -3 | 1 | -3 | 10 | -6 | -8 | 12 | -2
CCCCNC(=O)NC(C(N)=O)P(=O)(OCC)OCC (stereo unspecified) | -8 | 9 | -8 | 4 | -1 | -11 | -26 | 0 | -6 | -3 | 13
CCCCCn1c(=O)c(C(=O)Nc2ccccc2Cl)c(O)c2ccccc21 | -17 | -4 | 0 | 22 | 4 | -5 | -6 | -1 | -23 | -73 | 9
Cc1cc(N2C(=O)CC(N3CCC(n4c(=O)[nH]c5ccccc54)CC3)C2=O)no1 (stereo unspecified) | 2 | -4 | 7 | 0 | -6 | 6 | 5 | -3 | 10 | 10 | -8
O=P1(c2ccccc2)CC=CC1 | -10 | 11 | -6 | -26 | -1 | 17 | -8 | . | 4 | 2 | -36
CC1([N+](=O)[O-])COP(=O)(NCc2cccnc2)OC1 (stereo unspecified) | -41 | -14 | -22 | -12 | 7 | -12 | -13 | -2 | -27 | 8 | -1

3 compounds drawn at random from the list so far:
SMILES | NCOA1 inh | COUP-TFII inh | KKLEB cytotox | NR5A2 inv ag | CF NFkB inh | TWEAK Fn14 block | C8 TRAIL sens | LMP1 NFkB inh | NCOA3 inh | TROY signal inh | SRC2 inh
CCn1c(O)c(C(c2ccccn2)c2c(O)n(CC)c(=S)[nH]c2=O)c(=O)[nH]c1=S | 9 | -17 | 10 | -12 | -14 | 2 | -9 | 1 | -1 | -19 | -44
O=C(c1cc2c(s1)CCCCCC2)N1CCC2(CC1)OCCO2 | -24 | -15 | -1 | 0 | -7 | 8 | -16 | -11 | 9 | -16 | -13
CCn1nc(-c2cccs2)nc2c(=O)n(C)c(=O)nc1-2 | 53 | . | -89* | 6 | 98* | 73* | 95* | 33 | 59 | 66* | .
